Screens deposited in PubChem by several laboratories.
aDG glyco up – increases alpha dystroglycan glycosylation; Pro5-aDG cells, alpha-DG glycosylation AlphaScreen (IIH6); 0% Pro5, 100% B10-LARGE cell signal; activation, % at 10 µM; 360,000 compounds, 0.22% hits;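 active = activation of at least 8% versus controls, or a plate z-score of at least 8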;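 note: Pro5 are CHO cells carrying HIG-tagged alpha-DG that lacks glycosylation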
iPSC survival up – increases survival of single human iPS cells | AID 602274 | 360,000 compounds, 0.044% hits | hiPSC single-cell survival, ATPlite luminescence; 100% = ROCK inhibitor wells, 0% = DMSO | survival enhancement, % at 20 µM; in the data active = survival enhancement above about 18%;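 note: cells exposed to compounds for 16 hours before the ATP read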
Vif inh – blocks HIV Vif function; 340,000 compounds, 0.35% hits; AID 602346; inhibition, % at 7.49 µM; HEK293T cells, Vif self-association by quenched fluorescence, imaging, 24 h; in the data active = inhibition above about 50%, passing the limit was not always enough; note: some results filed as inactive read as strong as hits
ABCB6 inh MLPCN – inhibitors of human ABC transporter ABCB6; fluorescence ratio to DMSO, % at 10 µM; Q9NP58; K562-ABCB6 porphyrin accumulation, flow cytometry, 1 h; hits give low values; AID 602162; 360,000 compounds, 0.19% hits;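 active = fluorescence ratio to DMSO below 75%, the collection mean minus 3 SD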;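 note: signal is porphyrin accumulated inside mitochondria; 100% equals median channel fluorescence of DMSO control wells; lower ratio means ABCB6 inhibition with less porphyrin fluorescence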
Target sequence (Q9NP58 whole entry, looked up): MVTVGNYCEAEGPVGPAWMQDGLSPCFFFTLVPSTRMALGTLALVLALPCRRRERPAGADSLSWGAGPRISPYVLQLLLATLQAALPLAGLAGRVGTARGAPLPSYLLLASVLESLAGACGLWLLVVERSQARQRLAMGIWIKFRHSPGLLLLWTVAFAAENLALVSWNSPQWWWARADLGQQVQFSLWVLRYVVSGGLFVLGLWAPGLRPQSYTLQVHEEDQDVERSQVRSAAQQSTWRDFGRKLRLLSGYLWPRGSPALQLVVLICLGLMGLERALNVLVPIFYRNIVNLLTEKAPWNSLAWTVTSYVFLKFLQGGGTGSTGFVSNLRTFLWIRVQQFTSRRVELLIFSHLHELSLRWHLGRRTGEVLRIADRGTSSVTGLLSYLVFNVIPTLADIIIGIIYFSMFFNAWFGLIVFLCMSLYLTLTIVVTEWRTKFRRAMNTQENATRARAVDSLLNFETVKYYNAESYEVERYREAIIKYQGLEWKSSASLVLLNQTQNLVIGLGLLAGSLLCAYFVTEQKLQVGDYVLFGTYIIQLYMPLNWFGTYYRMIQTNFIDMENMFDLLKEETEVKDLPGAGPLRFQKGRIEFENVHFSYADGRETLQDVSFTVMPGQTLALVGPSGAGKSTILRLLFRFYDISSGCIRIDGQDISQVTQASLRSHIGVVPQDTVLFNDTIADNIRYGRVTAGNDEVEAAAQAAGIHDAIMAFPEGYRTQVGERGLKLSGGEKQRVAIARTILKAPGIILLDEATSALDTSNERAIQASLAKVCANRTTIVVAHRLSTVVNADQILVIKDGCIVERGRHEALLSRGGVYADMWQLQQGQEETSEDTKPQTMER
m5-HT2A agonist – agonists of mouse serotonin 5-HT2A receptor (HTR2A); CHO-K1 mHTR2A beta-arrestin complementation, luminescence; percent of 30 µM serotonin response; activation, % at 7.6 µM; AID 624169; 360,000 compounds, 0.66% hits; P35363;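 active = activation above a run cutoff, the mean activation of all tested compounds plus 3 SD, cut at about 14% in these data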;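 note: 0% = plate median of compound wells and 100% = 30 µM serotonin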
Glyco luc inh – blocks N-linked glycosylation in D54 reporter cells | D54 ERlucT glycosylation luciferase reporter, 24 h; percent of 100 nM tunicamycin response | AID 588692 | reporter increase, % at 12.5 µM | 360,000 compounds, 0.23% hits;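 active = mean luciferase reporter signal, scaled so untreated is 0 and the glycosylation-blocking control 100, at or above a set limit in every replicate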;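 note: luciferase carries N-glycosylation sites so blocking glycosylation raises the light; 0% = median of neutral control wells and 100% = median of 100 nM tunicamycin wells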
CaV13 ICDI inh – Disruptors of the CACNA1D IQ motif to Ca2+-dependent inactivation inhibitor domain association, primary screening, Förster resonance energy transfer in intact living …. HEK cells, CFP/YFP FRET ICDI-IQ, plate reader, 10 min; percent FRET-ratio fall versus neutral wells. inhibition, % at 12.3 µM. 340,000 compounds, 0.098% hits. AID 743397;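 active = mean replicate inhibition of at least 30% and at least 1% of replicates passing that level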;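 note: 0% = median of the neutral control wells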
Exocytosis inh – blocks lytic granule exocytosis; 360,000 compounds, 0.66% hits; inhibition, % at 10 µM; TALL-104 LAMP-1 surface exposure, flow cytometry; cells stimulated with thapsigargin and PMA;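 active = inhibition above about 55%, limit read from the data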
PDI turbidity – inhibitors of human protein disulfide isomerase. 350,000 compounds, 0.052% hits. AID 588391. inhibition, % at 10 µM. PDI insulin aggregation turbidity, A650, 90 min;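 active = mean inhibition across replicates of 30% or more, whatever share of single replicates reach that level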;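 note: absorbance from insulin aggregation driven by PDI reduction with DTT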
H9c2 protect – modulators protecting cardiomyocytes from myocardial damage. 360,000 compounds, 0.63% hits. H9c2 cardiomyocytes, H2O2 injury protection, ATPLite, 2 h. protection from H2O2 cell death, % at 20 µM;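 active = compounds giving at least 50% protection of heart cells from peroxide-induced death in the single-dose screen, raw or plate-pattern-corrected value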;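 note: 0% = DMSO wells with peroxide and 100% = DMSO wells without peroxide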
Active calls of the source: *.

Start of the data: the first 4 compounds (preview)
For Cc1nnc(SCC(=O)Nc2ccc3c(c2)OCO3)[nH]c1=O the results were aDG glyco up 0.0, iPSC survival up 0.1, Vif inh -1, ABCB6 inh MLPCN 99, m5-HT2A agonist 3, Glyco luc inh 2, CaV13 ICDI inh -7, Exocytosis inh 12, PDI turbidity -2 and H9c2 protect 3.
For C=CCc1cc(Cl)ccc1OCCNCCOC the results were aDG glyco up 0.5, iPSC survival up 0.2, Vif inh -11, ABCB6 inh MLPCN 100, m5-HT2A agonist -8, Glyco luc inh 0, CaV13 ICDI inh -3, Exocytosis inh 12, PDI turbidity 4 and H9c2 protect -1.
O=C(NCc1ccccc1)N1CCC(c2nc3ccccc3[nH]2)CC1 was read as aDG glyco up 0.1, iPSC survival up 2.2, Vif inh 3, ABCB6 inh MLPCN 100, m5-HT2A agonist 1, Glyco luc inh -1, CaV13 ICDI inh -4, Exocytosis inh 4, PDI turbidity -7 and H9c2 protect 6.
Screening Cc1cc(Oc2ccc(Cl)cc2)nc(-c2ccccc2O)n1 returned aDG glyco up -0.1, iPSC survival up 3.5, Vif inh -27, ABCB6 inh MLPCN 115, m5-HT2A agonist -2, Glyco luc inh -1, CaV13 ICDI inh -6, Exocytosis inh -8, PDI turbidity -20 and H9c2 protect -3.

The whole of this part, repeating the preview:
For Cc1nnc(SCC(=O)Nc2ccc3c(c2)OCO3)[nH]c1=O the results were aDG glyco up 0.0, iPSC survival up 0.1, Vif inh -1, ABCB6 inh MLPCN 99, m5-HT2A agonist 3, Glyco luc inh 2, CaV13 ICDI inh -7, Exocytosis inh 12, PDI turbidity -2 and H9c2 protect 3.
For C=CCc1cc(Cl)ccc1OCCNCCOC the results were aDG glyco up 0.5, iPSC survival up 0.2, Vif inh -11, ABCB6 inh MLPCN 100, m5-HT2A agonist -8, Glyco luc inh 0, CaV13 ICDI inh -3, Exocytosis inh 12, PDI turbidity 4 and H9c2 protect -1.
O=C(NCc1ccccc1)N1CCC(c2nc3ccccc3[nH]2)CC1 was read as aDG glyco up 0.1, iPSC survival up 2.2, Vif inh 3, ABCB6 inh MLPCN 100, m5-HT2A agonist 1, Glyco luc inh -1, CaV13 ICDI inh -4, Exocytosis inh 4, PDI turbidity -7 and H9c2 protect 6.
Screening Cc1cc(Oc2ccc(Cl)cc2)nc(-c2ccccc2O)n1 returned aDG glyco up -0.1, iPSC survival up 3.5, Vif inh -27, ABCB6 inh MLPCN 115, m5-HT2A agonist -2, Glyco luc inh -1, CaV13 ICDI inh -6, Exocytosis inh -8, PDI turbidity -20 and H9c2 protect -3.
COc1ccccc1NS(=O)(=O)c1ccc(C(=O)NCC(c2ccc(F)cc2)N2CCOCC2)cc1 (stereo unspecified) was read as aDG glyco up -0.2, iPSC survival up 0.0, Vif inh 5, ABCB6 inh MLPCN 100, m5-HT2A agonist -8, Glyco luc inh -1, CaV13 ICDI inh -5, Exocytosis inh -2, PDI turbidity 3 and H9c2 protect 2.
Screening O=c1nc(N2CCCC2)nc(N2CCCC2)[nH]1 returned aDG glyco up 0.0, iPSC survival up -0.3, Vif inh 1, ABCB6 inh MLPCN 105, m5-HT2A agonist 2, Glyco luc inh 1, CaV13 ICDI inh -10, Exocytosis inh -4, PDI turbidity -2 and H9c2 protect 3.
CCCS(=O)(=O)N1CCCC(C(=O)NCc2cccnc2)C1 (stereo unspecified) was read as aDG glyco up -0.1, iPSC survival up 3.8, Vif inh 17, ABCB6 inh MLPCN 100, m5-HT2A agonist -1, Glyco luc inh 0, Exocytosis inh -3, PDI turbidity 3 and H9c2 protect -11.
For Cc1cc(C(C)(C)C)ccc1OCCN(C)C the results were aDG glyco up 0.0, iPSC survival up 6.6, Vif inh 4, ABCB6 inh MLPCN 100, m5-HT2A agonist -1, Glyco luc inh 0, Exocytosis inh -6, PDI turbidity -6 and H9c2 protect 4.
Screening Cc1ccc(C)c(-c2cc(C(=O)NN3CCOCC3)c3ccccc3n2)c1 returned aDG glyco up 0.0, iPSC survival up 0.4, Vif inh 2, ABCB6 inh MLPCN 105, m5-HT2A agonist 1, Glyco luc inh 2, CaV13 ICDI inh -6, Exocytosis inh -15, PDI turbidity 3 and H9c2 protect 9.
For O=C(/C=C/c1ccco1)NC(=S)Nc1cc(C(F)(F)F)ccc1N1CCOCC1 the results were aDG glyco up 0.3, iPSC survival up 4.3, Vif inh 11, ABCB6 inh MLPCN 103, m5-HT2A agonist -1, Glyco luc inh 0, CaV13 ICDI inh -15, Exocytosis inh -1, PDI turbidity 25 and H9c2 protect 3.
COc1ccc(S(=O)(=O)Nc2cc3c4c(oc3c3ccccc23)CC(C)(C)CC4=O)cc1 was read as aDG glyco up 0.1, iPSC survival up 5.3, Vif inh 7, ABCB6 inh MLPCN 99, m5-HT2A agonist -3, Glyco luc inh -1, CaV13 ICDI inh -4, Exocytosis inh -2, PDI turbidity -3 and H9c2 protect -6.
Cc1cccnc1NC(=O)C(C)Oc1ccccc1 (stereo unspecified) was read as aDG glyco up 0.6, iPSC survival up 1.4, Vif inh -3, m5-HT2A agonist -2, Glyco luc inh 0, Exocytosis inh -3, PDI turbidity 2 and H9c2 protect 0.
For N#C/C(=C/c1ccc(C(=O)O)cc1)C(=O)NCc1ccccc1 the results were aDG glyco up 0.0, iPSC survival up 4.3, Vif inh 0, ABCB6 inh MLPCN 99, m5-HT2A agonist 4, Glyco luc inh -1, CaV13 ICDI inh -7, Exocytosis inh 3, PDI turbidity -12 and H9c2 protect 4.
For CCOc1cc(/C=N/Nc2cccc(C(=O)O)c2)ccc1OC(=O)c1ccccc1 the results were aDG glyco up 1.4, iPSC survival up 1.0, Vif inh -3, ABCB6 inh MLPCN 101, m5-HT2A agonist -3, Glyco luc inh -7, CaV13 ICDI inh -4, Exocytosis inh 1, PDI turbidity -7 and H9c2 protect 4.
Screening Cc1cc(C(=O)NC(C)CCc2ccccc2)ccc1[N+](=O)[O-] (stereo unspecified) returned aDG glyco up -0.1, iPSC survival up -0.3, Vif inh -2, ABCB6 inh MLPCN 80, m5-HT2A agonist -1, Glyco luc inh -2, CaV13 ICDI inh -3, Exocytosis inh -1, PDI turbidity -14 and H9c2 protect 6.
CC(NC(=O)c1ccncc1)C(c1cccs1)N1CCOCC1 (stereo unspecified) was read as aDG glyco up 0.0, iPSC survival up 1.1, ABCB6 inh MLPCN 92, m5-HT2A agonist -2, Glyco luc inh 2, CaV13 ICDI inh -8, Exocytosis inh -3, PDI turbidity -5 and H9c2 protect 4.
For CCC(=O)N1N=C(c2cccc(NS(C)(=O)=O)c2)CC1c1cccs1 (stereo unspecified) the results were aDG glyco up -0.3, iPSC survival up 0.4, ABCB6 inh MLPCN 96, m5-HT2A agonist 2, Glyco luc inh 0, CaV13 ICDI inh -3, Exocytosis inh -1, PDI turbidity 2 and H9c2 protect -5.
Screening CCc1noc(C)c1C(=O)N1CCCSC1=Nc1ccccc1Cl returned aDG glyco up 0.0, iPSC survival up 0.9, Vif inh -6, ABCB6 inh MLPCN 93, m5-HT2A agonist 13, Glyco luc inh -1, CaV13 ICDI inh -5, Exocytosis inh -5, PDI turbidity 5 and H9c2 protect -6.
`c1ccc(NC2=NCCCCS2)cc1` gave aDG glyco up 0.1, iPSC survival up -2.5, Vif inh -3, ABCB6 inh MLPCN 98, m5-HT2A agonist -3, Glyco luc inh -2, CaV13 ICDI inh -4, Exocytosis inh -1, PDI turbidity 1 and H9c2 protect -3.
Screening O=C(c1ccccc1)N(Cc1nc2ccccc2c(=O)[nH]1)C1CCCCC1 returned aDG glyco up 0.2, iPSC survival up -1.4, Vif inh -2, ABCB6 inh MLPCN 96, m5-HT2A agonist 1, Glyco luc inh 1, CaV13 ICDI inh 0, Exocytosis inh 2, PDI turbidity 6 and H9c2 protect -2.
Screening Cc1nc(NC(=O)CSc2nnnn2Cc2ccccc2)sc1C returned aDG glyco up 0.1, iPSC survival up 0.3, Vif inh 19, ABCB6 inh MLPCN 104, m5-HT2A agonist 0, Glyco luc inh 1, CaV13 ICDI inh -4, Exocytosis inh 2, PDI turbidity -3 and H9c2 protect -1.
For O=C(c1cc(-c2ccccc2)on1)N1CCCC1 the results were aDG glyco up 0.0, iPSC survival up -2.7, Vif inh 7, ABCB6 inh MLPCN 91, m5-HT2A agonist 0, Glyco luc inh -11, Exocytosis inh 2, PDI turbidity 1 and H9c2 protect -10.
Screening CC1(C)Oc2ccc3ccc(=O)oc3c2C(/C=N/O)=C1Cl returned aDG glyco up 0.1, iPSC survival up -0.7, Vif inh -4, ABCB6 inh MLPCN 100, m5-HT2A agonist -4, Glyco luc inh 3, CaV13 ICDI inh 9, Exocytosis inh 0, PDI turbidity 1 and H9c2 protect 0.
Cn1c(SCC(=O)N2CCN(c3cccc(Cl)c3)CC2)nnc1-c1ccncc1 was read as aDG glyco up 2.2, iPSC survival up 0.1, Vif inh -3, ABCB6 inh MLPCN 101, m5-HT2A agonist 1, Glyco luc inh -1, CaV13 ICDI inh -6, Exocytosis inh 0, PDI turbidity 10 and H9c2 protect 2.
`CC(Sc1nc2ccccc2[nH]1)C(=O)Nc1ccccc1F` (stereo unspecified) gave aDG glyco up -0.2, iPSC survival up -0.1, Vif inh 1, ABCB6 inh MLPCN 97, m5-HT2A agonist -6, Glyco luc inh -2, CaV13 ICDI inh -4, Exocytosis inh -3, PDI turbidity -3 and H9c2 protect -12.
Screening COc1ccc(Cl)cc1NC(=O)CN1CCC(n2nnc3cc(C)ccc32)CC1 returned aDG glyco up 1.3, iPSC survival up -1.4, Vif inh 6, ABCB6 inh MLPCN 92, m5-HT2A agonist 7, Glyco luc inh -1, CaV13 ICDI inh -4, Exocytosis inh 8, PDI turbidity -2 and H9c2 protect 3.
CCc1n[nH]c(=S)n1/N=C/c1ccccn1 was read as aDG glyco up 0.0, iPSC survival up -0.4, Vif inh -5, ABCB6 inh MLPCN 97, m5-HT2A agonist 4, Glyco luc inh 3, CaV13 ICDI inh 10, Exocytosis inh -9, PDI turbidity -18 and H9c2 protect 6.
COc1cccc(C2=CC(=O)C[C@H](c3ccc4c(c3)OCO4)C2)c1 was read as aDG glyco up -0.2, iPSC survival up 0.3, Vif inh 6, ABCB6 inh MLPCN 98, m5-HT2A agonist -9, Glyco luc inh -3, Exocytosis inh 12, PDI turbidity -2 and H9c2 protect 0.
`COc1ccc(/C=C(\C#N)C(=O)NCCc2ccccc2)cc1OCc1ccccc1` gave aDG glyco up 0.4, iPSC survival up 3.3, Vif inh 1, ABCB6 inh MLPCN 96, m5-HT2A agonist -1, Glyco luc inh 5, CaV13 ICDI inh -18, Exocytosis inh 1, PDI turbidity 14 and H9c2 protect 14.
For CCOc1ccc(Cl)cc1-c1cc(C(=O)Nc2ccc(C(C)C)cc2)[nH]n1 the results were aDG glyco up 1.4, iPSC survival up 2.5, Vif inh -1, ABCB6 inh MLPCN 102, m5-HT2A agonist -7, Glyco luc inh -1, CaV13 ICDI inh -5, Exocytosis inh 6, PDI turbidity 15 and H9c2 protect -10.
